S2 tox: viability counter-screen for ATXN expression inhibitors; Potency, µM (top dose mostly 56.7 µM), hits mostly cytotoxic; hit rate 0.49% among 400,000; S2 cells (HEK-293 line with an ATXN2-luciferase reporter) viability, CellTiter-Fluor protease fluorescence, 24 h; also: potency is read from the fitted curve at half-maximal effect; nearly all actives have a fitted effect of over 40% in size
ATXN2 expr inh: ATXN2 expression inhibition. HEK-293 ATXN2-luciferase reporter, luminescence, 24 h. Potency, µM (titrated, usually from 57 µM), for the others: at the top dose activity change, negative = inhibition, hits mostly inhibitors. hit rate 0.72% among 360,000; also: potency is read from the fitted curve at half-maximal effect; % is scaled to controls: 0 for no effect and ±100 for the full control effect; nearly all actives have a fitted effect of over 55% in size
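ATXN2-luciferase reporter cells (luciferase flanked by upstream and downstream ATXN2 gene portions) were treated 24 h at 37 °C with compounds at up to 57 uM. SteadyGlo luminescence gave expression; GF-AFC fluorescence gave viability.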
A549 tox: kills or reduces viability of A549 cells in Nrf2 counter-screen; A549 ARE-Fluc cells, CellTiter-Fluor viability, 18-24 h; Potency, µM (highest dose often 46 µM), inactives show at the top dose activity change, negative = cytotoxicity, actives largely listed as inhibitors; hit rate 0.16% among 390,000; AID 504648; also: potency is read from the fitted curve at half-maximal effect; % is scaled to controls: 0 for no effect and ±100 for the full control effect
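Cytotoxicity counterscreen: CellTiter-Fluor fluorescence was measured in A549 ARE_Fluc cells after 18-24 h of compound exposure in a concentration series. The subsequent BugLite luminescent read reports ARE-luciferase activity.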
TGFb SMAD3 inh: inhibitors of TGF-b signaling; HepG2 CAGA-GFP TGF-b/SMAD3 reporter, GFP fluorescence, 18 h; TGF-beta stimulated, 500 pg/mL final; Potency, µM (titrated, usually from 46.1 µM), without a hit: at the highest dose activity, negative = inhibition, hits mostly inhibitors; hit rate 1.2% among 410,000; AID 588855; also: potency is read from the fitted curve at half-maximal effect; % is scaled to controls: 0 for no effect and ±100 for the full control effect; nearly all actives have a fitted effect of over 65% in size
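Inhibition was scored as loss of TGF-beta-induced (500 pg/mL final, 18 hours, 37 degrees C) GFP in HEPG2 cells carrying a CAGA-GFP reporter, in DMEM with 1% FBS. Well GFP was summed per cell; Activity was normalised to unstimulated and stimulated DMSO wells, then concentration-response fitting.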
IL2 activator: activates IL-2 in a cell-based reporter assay. activation, % (series mostly up to about 46 µM). hit rate 0.065% among 360,000. IL-2 activation reporter assay, cell-based qHTS; stimulated with anti-CD3/CD4/CD28 beads; in transgenic mouse T cells. AID 652025; in the data active = activation above about 50%; inconclusive = mostly about 30% to 49%; also: 0% is about no effect
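Readout: EGFP and DsRed signals by fluorescent plate cytometry. Unstimulated transgenic mouse T cells received compound 60 min before antibody-bead stimulation, then incubated 18 h at 37 degrees C.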
HepG2 viability: HepG2 cytotoxicity, counter-screen for TGF-b inhibitors; HepG2 CAGA-GFP viability, ATP luminescence, 18 h; Potency, µM (titrated, usually from 46.1 µM), for inactives: at the highest dose activity change, negative = cytotoxicity, actives largely listed as cytotoxic; hit rate 0.76% among 410,000; AID 588856; also: potency is read from the fitted curve at half-maximal effect; some results filed as inactive show a strong effect at the top dose
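CellTiter-Glo luminescence gave cytotoxicity after 18 hours at 37 degrees C. The cells were HepG2 CAGA-GFP in 1% FBS DMEM, stimulated with 500 pg/mL TGF-beta after compound addition. %Activity was normalised to no-cell wells (complete cell-killing) and DMSO (no toxicity), and curves were fitted and classified.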
Nrf2 ARE act: activates Nrf2 signaling | Potency, µM (titrated, usually from 46.1 µM), for the others: top-dose activation, hits mostly activators | AREc32 ARE-luciferase reporter (MCF7-derived line), luminescence, 24 h | hit rate 0.31% among 410,000; also: potency is read from the fitted curve at half-maximal effect; % of control where 0% means no effect; nearly all actives have a fitted effect of over 65% in size
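Cells of the AREc32 ARE-luciferase line are plated in OPTI-MEM containing 5% FBS and left overnight at 37 deg C. Compounds are pinned in, incubation continues 24 hr, and firefly luciferase signal is then measured.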
EPAC2 agonist: EPAC2 (human) agonism; AID 720711; Potency, µM (highest dose often 154 µM), without a hit: at the top dose activation, actives largely listed as activators; EPAC2 activation, biochemical qHTS; response scale: 100% = 6.5 mM cAMP response; hit rate 0.079% among 360,000; Q8WZA2; also: potency is read from the fitted curve at half-maximal effect; nearly all actives have a fitted effect of over 50% in size
Target sequence (Q8WZA2 whole entry, looked up): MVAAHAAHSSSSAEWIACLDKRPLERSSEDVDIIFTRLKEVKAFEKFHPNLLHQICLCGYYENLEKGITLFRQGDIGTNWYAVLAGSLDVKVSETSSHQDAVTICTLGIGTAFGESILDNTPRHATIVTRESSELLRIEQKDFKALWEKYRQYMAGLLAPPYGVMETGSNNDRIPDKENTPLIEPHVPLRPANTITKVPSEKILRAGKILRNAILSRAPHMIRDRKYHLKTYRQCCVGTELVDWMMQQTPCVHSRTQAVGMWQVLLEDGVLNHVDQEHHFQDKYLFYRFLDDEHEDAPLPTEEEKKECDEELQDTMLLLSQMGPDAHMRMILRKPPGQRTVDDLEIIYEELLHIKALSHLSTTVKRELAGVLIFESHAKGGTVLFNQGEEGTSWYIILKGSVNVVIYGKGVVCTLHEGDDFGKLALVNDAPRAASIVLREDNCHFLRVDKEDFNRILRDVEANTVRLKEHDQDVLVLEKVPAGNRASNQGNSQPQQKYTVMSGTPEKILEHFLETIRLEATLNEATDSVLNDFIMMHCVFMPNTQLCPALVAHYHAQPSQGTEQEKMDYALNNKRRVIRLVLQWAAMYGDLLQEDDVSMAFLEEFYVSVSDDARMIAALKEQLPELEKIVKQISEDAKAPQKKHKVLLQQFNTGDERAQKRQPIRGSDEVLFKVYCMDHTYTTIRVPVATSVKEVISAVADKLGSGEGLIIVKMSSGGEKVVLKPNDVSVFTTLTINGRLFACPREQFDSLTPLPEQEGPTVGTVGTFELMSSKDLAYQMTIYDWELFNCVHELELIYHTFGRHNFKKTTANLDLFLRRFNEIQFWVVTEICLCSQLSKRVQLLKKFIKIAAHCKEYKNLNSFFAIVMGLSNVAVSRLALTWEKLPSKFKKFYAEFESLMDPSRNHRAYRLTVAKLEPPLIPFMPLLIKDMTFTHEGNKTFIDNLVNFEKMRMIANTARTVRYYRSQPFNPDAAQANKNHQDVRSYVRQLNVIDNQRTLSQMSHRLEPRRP
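Each well held 100 nM EPAC2, 250 nM RAP1B-BODIPY-GDP and 50 uM GDP. Fluorescence, read at 5-min intervals to 30 min, was referenced to a 6.5 mM cAMP positive control.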
Nrf2 block: inhibitors of Nrf2 signaling | A549 ARE-Fluc reporter, luciferase luminescence, 18-24 h | Potency, µM (top dose mostly 46 µM), for the others: at the highest dose activity change, negative = inhibition, most hits filed as inhibitors | hit rate 2.1% among 360,000 | AID 504444; also: potency is read from the fitted curve at half-maximal effect; % is scaled to controls: 0 for no effect and ±100 for the full control effect; nearly all actives have a fitted effect of over 60% in size
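Two sequential reads on A549 ARE_Fluc cells exposed to compound for 18-24 h: a CellTiter-Fluor fluorescence read for viability, then a luciferase luminescence read for Nrf2/ARE activity.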
Numbers without * were called inactive; i = inactive; u = inconclusive; x = no result given; & = joins results of further samples; [ ] = another dose, or the depositor's remark. Unless noted, calls follow the shape of the dose curve; as a rule, active = well fitted curve in the direction sought with a large enough effect; inconclusive = small, poorly fitted or top-dose-only effect, or another doubt; inactive = no such curve, though single readings can be large; an effect the other way counts as inactive or inconclusive.

SMILES	S2 tox	ATXN2 expr inh	A549 tox	TGFb SMAD3 inh	IL2 activator	HepG2 viability	Nrf2 ARE act	EPAC2 agonist	Nrf2 block
Cc1ccc(/C=C/C(=O)Nc2nc(-c3cccs3)ns2)cc1	x	x	-5%	0%	x	-27%	u	x	-12%
CCOc1ccc2oc(C(=O)Nc3nccs3)c(C)c2c1	u	-13%	-2%	11%	-0.4	-3%	12%	0%	u
O=C(NCCN1CCN(c2ccccc2)CC1)c1cccn2c(=O)c3ccccc3nc12	i	-3%	-6%	0%	0.4	3%	0.0%	8%	-1%
CC1(C)Cc2c(c(N3CCOCC3)nc3sc4c(NCC5CCCO5)nnnc4c23)CS1 (stereo not drawn)	i	-5%	-8%	-2%	0.4	-21%	3.5%	9%	-10%
COC(=O)Cc1c(C)c2cc3c(c(C)c2oc1=O)OCN(CCc1ccc(F)cc1)C3	x	-3%	u	-1%	x	-25%	8.1%	x	13%
CCOc1ccc(NC(=O)c2ccc(NC(=O)C3CCCO3)cc2)cc1 (stereo not drawn)	i	-13%	-11%	10%	-0.3	-1%	-0.1%	8%	5%
CCO[C@H]1OC(C(=O)O)=C[C@@H](c2ccc3c(c2)OCO3)[C@@H]1CCCO	i	12%	-3%	u	0.1	0%	0.3%	6%	-10%
Nc1nc(CSCc2ccccc2)nc(N2CCOCC2)n1	i	46%[activator]	0%	1%	1.1	3%	0.7%	-3%	24%
COc1ccccc1NC(=O)c1ccccc1C(=O)Nc1ccccc1OC	i	-7%	-18%	28%	-0.6	4%	2.1%	11%	u
Cc1ccccc1NC(=O)NC1CCS(=O)(=O)C1 (stereo not drawn)	u	-5%	-4%	11%	0.2	3%	-0.5%	4%	6%
C#CCOCCOCCOCCNc1nc(N2CCN(C(=O)[C@H](Cc3cc4ccccc4[nH]3)n3cc([C@@H](N)Cc4ccc(O)cc4)nn3)CC2)nc(N2CCN(C(=O)[C@H](Cc3cc4ccccc4[nH]3)n3cc([C@@H](N)CC(C)C)nn3)CC2)n1	u	-16%	u	2%	-0.2	-61%	0.7%	13%	-5%
CCOc1ccc(N(CC(=O)NCc2cccc(OC)c2)S(=O)(=O)c2c(C)noc2C)cc1	i	-3%	u	17%	-3.1	-20%	-0.3%	10%	-17%
Cc1ccc(-n2ncc(C(=O)N3CCN(C4CCCCC4)CC3)c2C2CCN(C(=O)OC(C)(C)C)CC2)cc1	x	x	5%	-5%	x	-5%	0.7%	x	-3%
COc1ccc(OCC(O)Cn2c(=N)n(CCN3CCOCC3)c3ccccc32)cc1 (stereo not drawn)	i	-16%	6%	21%	-2.9	-20%	2.4%	12%	-11%
CCCN(CCC)CCNC(=O)C1c2ccccc2C(=O)N(CCOC)C1c1ccc(F)cc1 (stereo not drawn)	i	-1%	u	0%	4.2	-9%	0.5%	3%	2%

Complete entries, looked up by structure. Order of screens: S2 tox, ATXN2 expr inh, A549 tox, TGFb SMAD3 inh, IL2 activator, HepG2 viability, Nrf2 ARE act, EPAC2 agonist, Nrf2 block
Nc1nc(CSCc2ccccc2)nc(N2CCOCC2)n1 is listed with i, 46%[activator], 0%, 1%, 1.1, 3%, 0.7%, -3%, 24%
Cc1ccccc1NC(=O)NC1CCS(=O)(=O)C1 (stereo not drawn) is listed with u, -5%, -4%, 11%, 0.2, 3%, -0.5%, 4%, 6%
CC1(C)Cc2c(c(N3CCOCC3)nc3sc4c(NCC5CCCO5)nnnc4c23)CS1 (stereo not drawn) is listed with i, -5%, -8%, -2%, 0.4, -21%, 3.5%, 9%, -10%
Cc1ccc(-n2ncc(C(=O)N3CCN(C4CCCCC4)CC3)c2C2CCN(C(=O)OC(C)(C)C)CC2)cc1 is listed with x, x, 5%, -5%, x, -5%, 0.7%, x, -3%

More records
SMILES	S2 tox	ATXN2 expr inh	A549 tox	TGFb SMAD3 inh	IL2 activator	HepG2 viability	Nrf2 ARE act	EPAC2 agonist	Nrf2 block
COc1ccc(CN2C(=O)c3cccnc3C2O)cc1 (stereo not drawn)	i	1%	14%	2%	-3.0	1%	0.2%	-1%	u
O=C(COc1ccc(S(=O)(=O)N2CCCC2)cc1)N1CCN(c2ccccc2F)CC1	i	u	0%	11%	0.1	4%	0.5%	5%	u
COc1ccc(/C=N/NC(=O)c2cccc(NC(=O)c3ccc(F)cc3)c2)c(C(=O)O)c1OC	i	-6%	6%	-4%	-1.4	-4%	4.4%	2%	u
Cn1cccc1C(NC(=O)c1ccccc1)C(Cl)(Cl)Cl (stereo not drawn)	i	x	-2%	-17%	-0.5	-21%	3.0%	8%	1%
COc1ccc(-c2noc(CSc3nc4ccc(C)cc4[nH]3)n2)cc1	i	-34%	-14%	0%	x	-11%	1.0%	x	u
Cc1ccc(CNC(=O)c2ccc(N3CCC4(CC3)CC(c3cccc(Br)c3)=NO4)c(NC(=O)c3ccco3)c2)cc1	i	0%	-2%	11%	0.7	-1%	-1.2%	7%	-9%
CC(C)NC(=O)C1CCN(C(=O)C(C(=O)c2ccccc2)n2cc(Cl)ccc2=O)CC1 (stereo not drawn)	i	-2%	-3%	4%	1.1	5%	-0.8%	-4%	22%
CCCC(NC(=O)CCc1c(C)c2cc3c(-c4ccccc4)coc3cc2oc1=O)C(=O)O (stereo not drawn)	i	-29%	-2%	-2%	-4.5	-15%	0.3%	5%	-25%
COc1ccc(CN(C)C(=O)c2[nH]c(C)c(C(C)=O)c2C)c(OC)c1OC	u	u	2%	-16%	-2.0	-3%	-0.5%	8%	u
Cc1ccc(C)c(CSc2nnc(C)c(=O)[nH]2)c1	i	7%	-2%	0%	0.1	4%	-0.1%	6%	5%
CN1CCN(C(=O)C2CCC(CNS(=O)(=O)c3cccc4cccnc34)CC2)CC1 (stereo not drawn)	i	7%	-5%	-2%	-1.6	5%	-0.7%	-3%	10%
O=C(CCCCCn1c(=O)[nH]c2ccccc2c1=O)N1CCN(c2ccc(Cl)cc2)CC1	x	x	-21%	-8%	x	-13%	-0.2%	x	x
CS(=O)(=O)N1CCN=C1SCc1ccc(F)cc1	u	x	2%	10%	-0.6	-35%	0.1%	4%	-4%
Cc1cccc(C(=O)O/N=C(\N)CS(=O)(=O)c2ccccc2)c1	i	3%	6%	6%	-1.7	-2%	0.0%	4%	2%
CC1CCC2(CC1)NC(=O)N(CC(=O)NCc1ccc(F)cc1)C2=O (stereo not drawn)	i	x	4%	30%[activator]	1.3	5%	0.4%	12%	-5%
CSc1nc2ccccc2n1Cc1c(Cl)cccc1Cl	i	-16%	9%	-14%	-0.7	-25%	0.1%	18%	u
C#CCNc1nc(C)nc2c1nnn2Cc1ccccc1F	i	1%	5%	-26%	-2.3	-6%	0.2%	-4%	6%
COC(=O)c1sccc1NC(=O)C1C2C=CC(O2)C1C(=O)O (stereo not drawn)	i	-6%	-2%	3%	2.7	-16%	u	-1%	3%
COc1ccc(CN2C(=O)C(CC(=O)NC3CCCC3)CC(C(=O)N(C(C)C)C(C)C)=C2C)cc1 (stereo not drawn)	i	-2%	x	-3%	1.6	9%	-1.1%	1%	x
COc1ccc(NC(=O)CCNS(=O)(=O)c2cccc3nonc23)cc1	i	2%&10%	1%&-19%	-7%&0%	0.1	2%&-11%	-0.4%&-1.0%	-1%	4%
CCCCCC(=O)N1C[C@@H](n2cc(-c3ccc(F)cc3)nn2)[C@H](O)C[C@@H]1c1ccc(OC)cc1	u	0%	x	-1%	-4.4	-10%	-0.5%	8%	x
CCOc1ccc2[nH]cc(S(=O)(=O)c3ccc(Cl)cc3)c(=O)c2c1	i	x	2%	-17%	-2.9	-10%	0.2%	5%	u
NC(N)=Nc1nc(-c2ccccc2)c2cc(Cl)ccc2n1	u	x	u	u	0.2	-126%	-5.2%	8%	u
O=c1c2ccccc2nnn1CSc1nc2cc(Cl)ccc2c(=O)n1Cc1ccco1	x	x	u	-1%	0.5	-21%	-0.2%	12%	1%
O=S(=O)(CCN1CCOCC1)c1ccc(OC(F)(F)F)cc1	i	3%	-1%	6%	-1.3	3%	3.6%	-2%	-13%
O=C(CCS(=O)(=O)c1ccccc1)Nc1ccc(Cl)cn1	i	4%	-5%	-1%	-0.1	-14%	5.5%	15%	u
CCN(C[C@H]1N[C@@](C)(C(=O)OC)[C@H]2C(=O)N(Cc3ccccc3)C(=O)[C@@H]12)C(=O)COC	i	12%	4%	7%	0.1	4%	-0.7%	15%	4%
Cc1cc(=O)oc2cc(OCC(=O)N3CCCC3)c(Cl)cc12	i	-10%	0%	7%	1.1	1%	0.0%	6%	u
CC(=O)c1cccc(NC(=S)NC(=O)c2ccc(Cl)cc2)c1	i	60%[activator]	-14%	-17%	-1.4	2%	2.7%	7%	u
O=C(CSc1nnc(-c2ccco2)n1Cc1ccccc1)NCc1ccccc1	u	-4%	-12%	-5%	-0.5	2%	-0.1%	-11%	8%
CN(C)CCCNc1ncnc2c1cnn2-c1ccccc1	i	5%	21%	-14%	-0.1	-15%	0.6%	14%	14%

Quoted at random: 2 entries already listed.
SMILES	S2 tox	ATXN2 expr inh	A549 tox	TGFb SMAD3 inh	IL2 activator	HepG2 viability	Nrf2 ARE act	EPAC2 agonist	Nrf2 block
O=C(CCS(=O)(=O)c1ccccc1)Nc1ccc(Cl)cn1	i	4%	-5%	-1%	-0.1	-14%	5.5%	15%	u
COc1ccc(NC(=O)CCNS(=O)(=O)c2cccc3nonc23)cc1	i	2%&10%	1%&-19%	-7%&0%	0.1	2%&-11%	-0.4%&-1.0%	-1%	4%

High-throughput results deposited in PubChem by National Center for Advancing Translational Sciences (NCATS).
